# Cneo AK release – Cryptococcus neoformans lysis via adenylate kinase release. C. neoformans lysis, adenylate kinase release luminescence, 4 h; normalised: neutral wells 0, clomiphene wells 100. lysis activity, % at 15 µM. 360,000 compounds, 0.2% hits. AID 651654;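 active means mean lysis activity across replicates of at least 80%, whatever share of replicates individually reach that level; inactive means mean lysis activity below 80%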
#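 Material: C. neoformans cells | Amount: Yeast cell density of 5 × 10^6 cells/mL | Medium: Fresh YPD growth medium | Dosing: Single dose | Times: Static 4 h at 37 °C with compound, 1 h detection | Detection: AK luminescence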
# ERp5 block – blocks human ERp5 reductase activity on insulin | Q15084 | ERp5 insulin aggregation, absorbance 650 nm, 90 min | inhibition, % at 9.99 µM | 350,000 compounds, 0.05% hits;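 active means mean replicate inhibition above about 25%, with every replicate also reaching it, limit read from the data, passing the limit was not always enough; inconclusive means only one of those two criteria met; inactive means neither criterion met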
# Target sequence (Q15084 whole entry, looked up): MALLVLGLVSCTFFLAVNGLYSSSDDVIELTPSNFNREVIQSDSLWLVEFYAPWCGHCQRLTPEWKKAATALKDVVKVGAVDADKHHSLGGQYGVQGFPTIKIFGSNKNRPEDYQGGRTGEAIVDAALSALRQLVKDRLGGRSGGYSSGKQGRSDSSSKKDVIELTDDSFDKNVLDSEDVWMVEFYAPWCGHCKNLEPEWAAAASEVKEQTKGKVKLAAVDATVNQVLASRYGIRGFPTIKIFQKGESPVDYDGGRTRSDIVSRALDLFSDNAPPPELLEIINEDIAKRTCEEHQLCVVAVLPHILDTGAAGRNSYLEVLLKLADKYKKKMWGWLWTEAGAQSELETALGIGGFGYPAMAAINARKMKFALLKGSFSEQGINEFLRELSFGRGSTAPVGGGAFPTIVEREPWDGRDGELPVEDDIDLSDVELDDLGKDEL
# Statin myotox sup – suppressors of simvastatin-induced myotoxicity in C2C12 myotubes; AID 602340; rescue of ATP level, % at 7.49 µM; 330,000 compounds, 0.78% hits; ATP luminescence, 48 h; scaled: DMSO 0, geranylgeraniol control 100;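 active means mean ATP rescue above about 67%, or every replicate alone reaching that limit, limit read from the data, passing the limit was not always enough; inconclusive means no clear call, values can overlap the other calls; inactive means mean under the limit and some replicate under it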;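 further: myotubes were challenged with 10 µM simvastatin during compound exposure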
# ARNT-TACC3 inh – disrupts binding between human ARNT and TACC3 | Q9Y6A5 | AlphaScreen His-ARNT PAS-B/GST-TACC3 binding, luminescence; TACC3 fragment carries E629A point mutation | inhibition, % at 9.99 µM | 390,000 compounds, 0.66% hits;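 active means mean inhibition of replicates at least 50% and at least half of replicates each reaching 50%; inconclusive means half or more replicates reach 50% but mean below 50%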;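 further: 0% = complete ARNT plus TACC3 wells and 100% = ARNT alone without TACC3; many hits fall short of the cut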
# miR122 inh – inhibitors of miR-122 in Huh7 cells; Huh7 miR-122 Renilla luciferase sensor, 48 h; neutral wells = 0, positive control = 100; activation (reporter increase), % at 12.5 µM; 340,000 compounds, 0.3% hits; AID 602342;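 active means mean replicate activation score at least 90 and every replicate individually at or above 90; inconclusive means only one of the two criteria met; inactive means neither criterion met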;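 further: higher luciferase means less miR-122 activity so hits act as miR-122 inhibitors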
# SIRT5 block – blocks human SIRT5 desuccinylation of peptide; 330,000 compounds, 1.1% hits; Q9NXA8; inhibition, % at 15 µM; AID 652115; Purified SirT5, succinyl-peptide AMC, trypsin-coupled fluorescence; in the data active means inhibition above about 15%; inconclusive means no clear call, values can overlap the other calls
# Target sequence (Q9NXA8 whole entry, looked up): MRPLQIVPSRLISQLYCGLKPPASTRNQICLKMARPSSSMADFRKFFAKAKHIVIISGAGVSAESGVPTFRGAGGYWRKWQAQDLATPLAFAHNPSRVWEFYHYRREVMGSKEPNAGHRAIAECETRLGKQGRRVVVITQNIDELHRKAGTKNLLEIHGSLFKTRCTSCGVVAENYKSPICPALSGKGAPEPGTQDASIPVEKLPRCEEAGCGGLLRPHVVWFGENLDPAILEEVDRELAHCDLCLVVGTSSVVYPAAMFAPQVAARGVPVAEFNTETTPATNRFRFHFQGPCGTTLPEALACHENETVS
# esBAF inh – SWI/SNF esBAF complex inhibition; mouse ES cells, Bmi1-luciferase knock-in reporter, 24 h; 100% = twice the neutral-well signal; reporter increase, % at 12.5 µM; 350,000 compounds, 2% hits; in the data active means activation above about 40%; inconclusive means no clear call, values can overlap the other calls;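 further: 0% = median of the plate's neutral control wells and 100% = double that signal; a rise in the Bmi1 reporter signal indicates esBAF inhibition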
# The depositor's hits bear a star; ? = inconclusive; . = no result given; & = joins results of further samples; ! = a repeat was not active; [ ] = remark or other dose.
SMILES,Cneo AK release,ERp5 block,Statin myotox sup,ARNT-TACC3 inh,miR122 inh,SIRT5 block,esBAF inh
COCC(=O)N(C)C[C@@H]1Oc2ncc(C#Cc3cccnc3)cc2C(=O)N([C@H](C)CO)C[C@@H]1C,-13,0,-1,-4,-1[16.7 µM],1,3
Cc1c(N2C(=O)C(=O)/C(=C(/O)c3ccc(Br)cc3)C2c2cccnc2)c(=O)n(-c2ccccc2)n1C (stereo not drawn),.,-5,-8,-1,-1,-1,-4
O=C(c1ccc(CS(=O)(=O)c2ccccc2)o1)N1CCN(c2ncccn2)CC1,1,0,7,-3,2,-1,-1
C[C@H](CO)N1C[C@H](C)[C@@H](CN(C)C(=O)Nc2ccc3c(c2)OCO3)Oc2c(NC(=O)C3CC3)cccc2C1=O,1&1,6&-1,14&2,1&-4,5[16.7 µM],22*!,-5&4
CCN(CC(=O)Nc1ccc(NC(C)=O)cc1)C(=O)c1ccc(N(C)S(=O)(=O)c2ccc(C)cc2)cc1,-1,23,13,5,.,1,6
CN(C)CCNC(=O)c1ccc(Sc2ccc(Br)cc2)c([N+](=O)[O-])c1,0,6,.,8,.,-3,.
COc1ccc(S(=O)(=O)Cc2ccc(C(=O)NC3CCCCCC3)o2)cc1,-1,0,-4,1,-2,0,-4
O=C(NC(=S)NCCc1ccccc1)c1cccc(Cl)c1,50,1,-6,-3,8,-1,3
O=C(N[C@@H]1C=C[C@@H](CC(=O)N2CCN(c3ccccc3)CC2)O[C@@H]1CO)c1ccccc1,2,-1,1,2,.,2,1
C[C@@H]1CCCCO[C@@H](CN(C)C(=O)Nc2ccccc2)[C@@H](C)CN([C@H](C)CO)C(=O)c2cc(NC(=O)c3ccccc3)ccc2O1,-7,3,.,-2,-5[16.7 µM],-2,-5
Cc1cc(Nc2ncc(Cl)cc2Cl)n(-c2ccccn2)n1,4,1,.,.,3,2,.
Cc1ccc(NC(=O)CCNS(=O)(=O)c2ccc(Br)s2)cc1,-3,-3,11,-3,21,-4,2
Cc1ccc(S(=O)(=O)NCCCNc2ccc([N+](=O)[O-])cc2)cc1,.,4,.,7,2,5,.
CSc1ccc(/C=C/C(=O)c2c(O)cc(C)oc2=O)cc1,8,-3,1,22,9,-2,54*
Cc1ccc(C)c(NC(=O)CN2C(=O)CC(C)S(=O)(=O)c3ccccc32)c1 (stereo not drawn),-17,-7,10,7,.,1,0
O=C(CN1CCN(c2ccccn2)CC1)Nc1cccc(Br)c1,2,4,6,6,.,-3,-16
O=C(CSc1nnc(-c2csc3c2CCCC3)o1)Nc1ccccc1,-9,8,-87,-6,0,.,-44
CC(CNC(=O)c1cccs1)c1ccc([N+](=O)[O-])cc1 (stereo not drawn),.,1,6,-4,-5,.,1
O=C(CCC(=O)N(CC(=O)NC1CCCC1)Cc1ccccc1)Nc1nccs1,1,5,-3,-4,-3,-4,2
CCC(=O)NNc1ncnc2ccccc12,0,2,1,-6,-7,2,15

# esBAF inh, hit marks shown above.
Structure	ERp5 block	ARNT-TACC3 inh	miR122 inh	SIRT5 block	esBAF inh
CSc1ccc(/C=C/C(=O)c2c(O)cc(C)oc2=O)cc1	-3	22	9	-2	54*

# Back to the main list with the two entries that preceded the break.
SMILES,Cneo AK release,ERp5 block,Statin myotox sup,ARNT-TACC3 inh,miR122 inh,SIRT5 block,esBAF inh
O=C(CCC(=O)N(CC(=O)NC1CCCC1)Cc1ccccc1)Nc1nccs1,1,5,-3,-4,-3,-4,2
CCC(=O)NNc1ncnc2ccccc12,0,2,1,-6,-7,2,15
Brc1c(CSc2nc3ccccc3o2)nc2ncccn12,-1,.,.,-3,0,.,22
COc1ccccc1-c1cn(CC[C@@H]2CC[C@H](NC(=O)C3CCCCC3)[C@@H](CO)O2)nn1,0,1,-4,-7,.,-6,-2
COc1ccc(C(NC(=O)C(C)(C)C)NC(=O)C(C)(C)C)cc1,-5,.,3,-2,-1,.,-3
CCOC(=O)c1sc(NS(=O)(=O)c2ccccc2Cl)nc1C,8,.,9,0,2,.,-6
C[C@@H]1CN([C@H](C)CO)C(=O)c2cc(NC(=O)C3CCCCC3)ccc2O[C@@H](C)CCCCO[C@H]1CN(C)Cc1ccc(C(=O)O)cc1,2,4,.,3,12[16.7 µM],0,-2
O=C(CSc1ncnc2sc3c(c12)CCCC3)NC1CCS(=O)(=O)C1 (stereo not drawn),0,4,-10,-7,4,-1,-9
C[C@H]1CN([C@@H](C)CO)C(=O)c2cc(NC(=O)Nc3ccccc3)ccc2O[C@H]1CN(C)C,-2,5,3,4,5[16.7 µM],-5,4
COCC(=O)Nc1cc(C)cn(Cc2ccccc2Cl)c1=O,3,2,0,2,-1,-1,17
CCCNC(=O)C(Cc1ccccc1)NC(=O)c1ccccc1 (stereo not drawn),0,4,5,-9,1,.,0
CNC(=O)C[C@@H]1CC[C@H]2[C@@H](COC[C@H](O)CN2Cc2ccc(Cl)c(Cl)c2)O1,-2,-2,20,-12,-6[16.7 µM],-2,-4
NC(=O)CSc1nnc2n(-c3ccccc3)c(=O)c3c4c(sc3n12)CCCCC4,4,.,-14,-7,-1,.,-8
CCCCOC(=O)c1ccc(NC(=O)c2ocnc2C)cc1,52,9,-39,35,-9,0,12
Cc1ccccc1S(=O)(=O)N(C)C[C@@H]1OCc2cn(nn2)CCCC(=O)N([C@H](C)CO)C[C@H]1C,-1&1&-4,0&5&0,2&0&-5,-11&-5,0,4&-1&-1,-2&4&-6
COC(=O)c1ccccc1NC(=S)N1CCC(N2CCCCC2)CC1,.,5,1,13,4,-2,1
CC(=O)Nc1cc(-c2ccc(C(=O)N3CCOCC3)cc2)cn2c(-c3cccc(C(F)(F)F)c3)cnc12,3,5,2,.,-1,.,0
COc1cc(C)nc(Nc2nc(C)c(C(C)=O)s2)n1,-7,.,6,0,0,.,-12
COc1ccc(NC(=O)N(C)C[C@@H]2OCCCC[C@@H](C)Oc3ccc(NS(=O)(=O)c4ccc(Cl)cc4)cc3C(=O)N([C@@H](C)CO)C[C@@H]2C)cc1,12,-2,.,-5,10[16.7 µM],3,1
CC(CC(=O)Nc1ccc(Cl)c([N+](=O)[O-])c1)c1ccccc1 (stereo not drawn),-8,.,-22,11,10,.,7
COc1ccc(Br)cc1/C=C/C(=O)Nc1ccc(C)cc1,3,.,.,-2,29,.,.
CCOc1ccc2c(c1)c1nnc(SCC(=O)NC3CC3)nc1n2C,1,0,-3,-10,3,1,0
COc1ccc(CN(C)C[C@H]2OCCCC[C@@H](C)Oc3ccc(NC(=O)C4CCCCC4)cc3C(=O)N([C@@H](C)CO)C[C@@H]2C)cc1,6,3,.,3,-3[16.7 µM],11,-2
C[C@H](CO)N1C[C@H](C)[C@@H](CN(C)C(=O)Nc2cccc3ccccc23)Oc2ccc(NC(=O)CCC(F)(F)F)cc2C1=O,46,2,37,2,-6[16.7 µM],2,0
CC(C)Oc1cccc(C(=O)C2CCCN(S(=O)(=O)C(C)C)C2)c1 (stereo not drawn),.,0,.,-4,.,2,.
O=C(Cc1cccnc1)N[C@H]1CC[C@H](CCn2cc(Cc3ccccc3)nn2)O[C@H]1CO,1,-1,3,-13,.,0,4
COc1ccccc1CNC(=O)COC(=O)COc1ccccc1F,0,-1,0,30,1,-2,-1
C[C@@H]1CN([C@H](C)CO)C(=O)c2cccc(NC(=O)Nc3ccc4c(c3)OCO4)c2O[C@H]1CN(C)Cc1ccc(-c2ccccc2)cc1,6,?,.,-3,19[16.7 µM],0,3
Cc1noc(C)c1NC(=O)N(C)C[C@@H]1Oc2c(NC(=O)c3nc4ccccc4s3)cccc2C(=O)N([C@H](C)CO)C[C@H]1C,-2,4,23,-4,0[16.7 µM],0,2
O=C1N(C2CCCC2)C[C@@H]2C[C@@H](c3cn[nH]c3-c3ccc(Cl)cc3)N3CCC[C@@]123,1,.,.,-2,0,.,.
CN(C)c1ccc(NC(=O)CC(NCc2ccccn2)C(=O)O)cc1 (stereo not drawn),0,.,-1,77*,-3,.,9
Nc1nc(=S)c2[nH]c(=S)[nH]c2[nH]1,0,7,-10,-3,9,.,-1
O=C(CSc1nc2c(c(C(F)(F)F)n1)CCc1ccccc1-2)NCc1ccc(F)cc1,1,.,-20,3,-7,.,-7
COc1ccc2nc(C)cc(SCC(=O)N/N=C/c3ccc(O)c(O)c3)c2c1,.,0,.,23,.,1,.
CN1c2ccccc2C(C)(C)[C@]12C=Cc1cc(O)ccc1O2,-1,.,1,4,.,.,-21
COc1ccc(NC(=O)N(C)C[C@H]2Oc3ccc(NC(=O)Nc4cccc5ccccc45)cc3C(=O)N([C@@H](C)CO)C[C@H]2C)cc1,48,-1,.,-3,-7[16.7 µM],7,-1
c1ccc(NCc2nc(-c3ccccc3)no2)cc1,1,.,18,1,-3,.,35
Cc1cc(C(=O)Nc2cccc3c2O[C@@H](CN(C)S(=O)(=O)c2ccc(Cl)cc2)[C@H](C)CN([C@H](C)CO)C3=O)n(C)n1,-5,3,-49,2,3[16.7 µM],-4,0
COc1ccc(NC(=O)Nc2ccc3c(c2)C(=O)N([C@@H](C)CO)C[C@@H](C)[C@@H](CN(C)C(=O)Nc2ccc(C(F)(F)F)cc2)O3)cc1,-1,-1,-17,.,-2[16.7 µM],16*,-2
O=C1C(Cl)=C(N2CCOCC2)C(=O)N1c1ccccc1F,7,2,-1,-22,-1,-1,-3
Cc1noc(C)c1NC(=O)Nc1ccc2c(c1)C(=O)N([C@H](C)CO)C[C@H](C)[C@@H](CN(C)Cc1ccncc1)OCCCC[C@H](C)O2,-1,-2,.,-6,6[16.7 µM],-5,-4
COc1ccc2nc(Nc3nc(C)c(C(C)=O)s3)sc2c1,0,.,18,-2,-7,.,38
COc1cc2c(cc1NS(=O)(=O)N1CCCC1)oc1ccccc12,5,.,-35,-3,3,.,-6
COc1ccc(CC(=O)NC(C)C2COc3ccccc3O2)cc1OC (stereo not drawn),.,4,.,1,.,-1,.
C[C@@H]1CN([C@@H](C)CO)C(=O)Cc2cc(NS(=O)(=O)c3ccccc3)ccc2O[C@H]1CN(C)Cc1ccc2c(c1)OCO2,1,-4,7,4,-11[16.7 µM],-1,0
O=C(c1ccc(N2CCCC2=O)cc1)N1CCOCC1,-5,.,-10,0,-2,.,2
CC(=O)Nc1ccc(/C=C/c2nc(-c3ccccc3O)n[nH]2)cc1,1,4,-26,-7,.,1,73*
C=CCNC(=S)Nc1ccc(OC(F)F)c(Cl)c1,.,-3,.,.,38,-4,.
Cn1c(Cn2c(=O)sc3ccccc32)nnc1SCC(=O)N1CCOCC1,0,-5,4,.,-7,-4,5
COc1ccc(NC(=O)Nc2ccc3c(c2)CC(=O)N([C@H](C)CO)C[C@H](C)[C@@H](CN(C)C(=O)Nc2cccc4ccccc24)O3)cc1,-1,.,-20,6,0[16.7 µM],.,5
Cc1ccc(S(=O)(=O)Nc2ccc3c(c2)CC(=O)N([C@@H](C)CO)C[C@H](C)[C@@H](CN(C)C(=O)Nc2ccc(F)cc2)O3)cc1,3,2,-9,0,-3[16.7 µM],-2,0
Cc1ccc(C(O)(C(=O)NN(C(=O)c2ccccc2)c2ccccc2)c2ccc(C)cc2)cc1,.,1,.,-9,.,-3,.
O=[N+]([O-])c1ccc(CN2CCOCCOCCOCC2)cc1,4,-3,.,.,6,0,.
COCC(=O)Nc1ccc2c(c1)C(=O)N(C)C[C@@H](OC)[C@H](C)CN(C(=O)Cc1ccccn1)[C@H](C)CO2,-3,-1,-10,-3,.,3,-4

# Screening results deposited in PubChem BioAssay by Broad Institute.

# No enrichment for hits. Share with any hit: about 4%.
